Assay outcomes deposited in PubChem by Broad Institute.
EWS-Fli inh – EWS/Fli transcriptional activity inhibition | inhibition, % at 12.6 µM | 350,000 tested, 0.67% active | AID 651661 | A673 NR0B1-luciferase reporter, viability-normalised;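 active means mean inhibition of at least 50% after viability correction, with every replicate also passing that limit; inconclusive means mean reaches 50% but only one of two replicates passes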;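 further: firefly luciferase signal divided by Alamar Blue viability fluorescence both relative to DMSO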
INS-1E GSIS act – GLuc luminescence reporter in INS-1E cells, primary screen for activators of glucose-dependent secretion of insulin. INS-1E GLuc reporter insulin secretion, 2-3 h. activation, % at 16.6 µM. 370,000 tested, 0.61% active. AID 743287;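 active means lowest replicate activation of at least 40%, so every replicate reaches that level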;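 further: 0% = median of neutral control wells and 100% = median of IBMX positive control wells; some compounds called inactive have numbers as strong as hits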
FN deposition inh – fibronectin deposition inhibition; AH1F fibroblasts, Alexa488-fibronectin deposition fluorescence, overnight; inhibition, % at 12.6 µM; 350,000 tested, 0.086% active; AID 743247;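 active means mean inhibition across replicates of 30% or more, regardless of how many single replicates reach that level; inconclusive means mean under 30% yet at least half of replicates reach 30%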;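 further: positive control wells lacked labelled fibronectin entirely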
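Material: AH1F fibroblast monolayer depositing Alexa488-labelled fibronectin into matrix / Amount: 10000 AH1F cells per well / Signal: fluorescence 485/525 nm / Medium: DMEM, 2% serum / Compound: single dose, pinned / Incubation: 1 h cell adhesion before compound, then overnight fibronectin incubation / Reagent: Alexa488-FN, 24 nM final / Read-out: inhibition of fibronectin deposition signal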
F508del corr – correctors of CFTR F508del function in bronchial epithelial cells; CFBE cells, YFP halide quenching; stimulated with forskolin plus potentiator P3; % fluorescence drop versus neutral controls; 350,000 tested, 0.36% active; activity (quench increase), % at 7.58 µM;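 active means mean added fluorescence quench of at least 8% versus neutral control, with both replicates also reaching 8%; inconclusive means only one of the mean or replicate conditions met; inactive means mean below 8% and not both replicates reaching 8%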;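 further: cells transiently co-express mutant CFTR-F508del with the halide-sensitive YFP; corrector assay measuring rescue of mutant channel to the surface after 24 h compound exposure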
miR122 inh – miR-122 inhibition in Huh7 cells. Huh7 miR-122 Renilla luciferase sensor, 48 h; neutral wells = 0, positive control = 100. activation (reporter increase), % at 12.5 µM. 340,000 tested, 0.3% active. AID 602342;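 active means mean replicate activation score at least 90 and every replicate individually at or above 90; inconclusive means only one of the two criteria met; inactive means neither criterion met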;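 further: higher luciferase means less miR-122 activity so hits act as miR-122 inhibitors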
DENV2 CPE rescue – inhibitors of DENV2 cytopathic effect; DENV2-infected cells, cytopathic effect rescue, plate reader; CPE inhibition, % at 9.99 µM; 350,000 tested, 1.7% active; in the data active means CPE inhibition above about 20%, passing the limit was not always enough; inconclusive means no clear call, values can overlap the other calls; tested in BHK-21 cells;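 further: 0% = median of neutral control wells and 100% = median of positive control wells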
PAX8 reporter – lowers PAX8-driven luciferase in RMG-I cells. 360,000 tested, 1.2% active. inhibition, % at 12.6 µM. AID 652154. RMG-I TPO-luciferase reporter, SteadyGlo, 24 h;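 active means mean replicate inhibition at least 60% with every replicate also reaching 60%; inconclusive means only one of the two criteria is met; inactive means mean below 60% and not all replicates reaching 60%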;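 further: luciferase light reporting Pax8 driven TPO promoter activity; plate controls were median of neutral control wells for no effect and mitoxantrone controls for full effect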
* = called active by the depositor; ? = inconclusive; · = not tested or not shown; & = joins results of further samples; [ ] = another dose, or the depositor's remark. This is a random part of the collection; any-hit rate near 3.9%.

entry | compound | EWS-Fli inh | INS-1E GSIS act | FN deposition inh | F508del corr
1 | CCC(C)NC(=O)C1CC(=O)N(CCc2ccc(F)cc2)C1 (centres undefined) | 2 | 3 | 5 | -1.5
2 | COC(=O)C[C@@H]1C[C@H]2c3cc(NS(=O)(=O)c4cccc(OC)c4)ccc3O[C@H]2[C@@H](CO)O1 | -5 | 7 | · | 0.4
3 | O=C(C[C@H]1CC[C@H]2[C@@H](COC[C@@H](O)CN2S(=O)(=O)c2ccccc2)O1)Nc1ccccc1 | 6 | 7 | 4 | 2.0
4 | CC(C)(C)NC(=O)C1(C)CCC(=O)N1CC(F)(F)F (centres undefined) | -3 | -3 | 3 | 1.4
5 | Cc1c(C(=O)NC(C)c2ccncc2)oc2ccccc12 (centres undefined) | -3 | 5 | · | 1.4
6 | COCC#Cc1ccc([C@H]2[C@@H](CO)N3C(=O)CN(C(=O)C4CCC4)C[C@@H]23)cc1 | -1 | -3 | 0 | 1.5
7 | NC(Cc1ccc(O)cc1)c1cn([C@@H](CCC(=O)O)C(=O)N2CCNCC2)nn1 (some centres undefined) | -3 | -1 | 0 | -1.0
8 | C[C@H]1CN([C@@H](C)CO)S(=O)(=O)c2ccc(C#Cc3ccncc3)cc2O[C@@H]1CN(C)C(=O)C1CC1 | 2 | -4 | · | 1.2
9 | O=C(NCC[C@H]1CC[C@@H](NC(=O)c2cccnc2)[C@H](CO)O1)Nc1ccc(Cl)cc1 | -66 | -4&-8 | · | -2.6
10 | Cc1cc(C)nc(NNC(=O)c2ccccc2O)n1 | -1 | 8 | -15 | -1.6
11 | CCC(C)(C)c1nnc(NC(=O)CCC2CCCCC2)s1 | -12 | 1 | -13 | 2.3
12 | CCOC(=O)N1CCC2(CC1)C(C#N)=C(N)OC1=C2C(=O)CC(C)C1 (centres undefined) | · | -2 | -6 | ·

entry | miR122 inh | DENV2 CPE rescue | PAX8 reporter
1 | -10 | 4 | 9
2 | -3[16.7 µM] | 4 | 7
3 | -1[16.7 µM] | 4 | -7
4 | 2 | 5 | 7
5 | 0 | -2 | ·
6 | · | 14 | 6
7 | -6 | 0 | -13
8 | -5[16.7 µM] | 18 | ·
9 | · | -3 | -68
10 | · | -6 | 21
11 | 5 | 5 | -18
12 | -2 | · | 16

Later entries:
entry | compound | EWS-Fli inh | INS-1E GSIS act | FN deposition inh | F508del corr
13 | CCOC(=O)C1Nc2ccccc2C2c3ccccc3CC12 (centres undefined) | 1 | 67 | 4 | 6.5
14 | Cc1noc(C)c1S(=O)(=O)N(C)C[C@H]1OCCCC[C@@H](C)Oc2ccc(N(C)C)cc2C(=O)N([C@H](C)CO)C[C@@H]1C | -6 | 2 | -5 | -1.3
15 | Cc1ccc(S(=O)(=O)Nc2cccc3cccnc23)cc1 | · | 11 | · | ·
16 | CCc1nn(CCCC(=O)N2CCN(c3ccc(OC)cc3)CC2)c(=O)c2cc3occc3n12 | · | 1 | 3 | -0.1
17 | O=C(NN1C(=O)NC2(CCCCC2)C1=O)c1ccc(Cl)s1 | 1 | 9 | 5 | 1.4
18 | CCOc1ccccc1N1CCN(C(=O)NCc2ccc(Cl)cc2)CC1 | 5 | -31 | -5 | -1.9
19 | O=C(Nc1ccc(Br)cc1)C1CCCN(C2=NS(=O)(=O)c3ccccc32)C1 (centres undefined) | 1 | 1 | 1 | 3.7
20 | COc1ccc(CN(C)C[C@H]2Oc3ccc(NC(=O)NC(C)C)cc3C(=O)N([C@@H](C)CO)C[C@H]2C)cc1 | · | 1 | · | -0.5
21 | COc1ccc(-n2c(C)ccc2-c2ccccc2)cn1 | -13 | -5 | 3 | 2.3
22 | O=C(C[C@@H]1CC[C@H]2[C@@H](COC[C@@H](O)CN2Cc2ccc3c(c2)OCO3)O1)N1CCCCC1 | -1 | -9 | -2 | -0.2
23 | CCC1(O)C(=O)OCc2c1cc1n(c2=O)Cc2cc3c(N)cccc3nc2-1 (centres undefined) | 55* | · | -18 | 2.1
24 | CCCCc1c(-c2ccccc2OC)ncn1Cc1ccc([N+](=O)[O-])cc1 | 0 | -20 | 2 | -1.2

entry | miR122 inh | DENV2 CPE rescue | PAX8 reporter
13 | 24 | · | -5
14 | 1[16.7 µM] | -8 | -10
15 | 79 | · | ?
16 | -9 | 8 | 2
17 | -6 | 3 | -3
18 | -3 | -2 | 13
19 | -3 | ? | 28
20 | 1[16.7 µM] | 3 | -1
21 | · | -5 | -11
22 | -2[16.7 µM] | 0 | 0
23 | -1 | 5 | 110*
24 | · | -12 | 4

Pulled by compound from the list above (two):
entry | compound | EWS-Fli inh | INS-1E GSIS act | FN deposition inh | F508del corr
24 | CCCCc1c(-c2ccccc2OC)ncn1Cc1ccc([N+](=O)[O-])cc1 | 0 | -20 | 2 | -1.2
23 | CCC1(O)C(=O)OCc2c1cc1n(c2=O)Cc2cc3c(N)cccc3nc2-1 (centres undefined) | 55* | · | -18 | 2.1

entry | miR122 inh | DENV2 CPE rescue | PAX8 reporter
24 | · | -12 | 4
23 | -1 | 5 | 110*

The listing continues:
entry | compound | EWS-Fli inh | INS-1E GSIS act | FN deposition inh | F508del corr
25 | C[C@H]1CN([C@@H](C)CO)C(=O)c2cccc(NC(=O)C3CCCCC3)c2O[C@@H]1CN(C)S(C)(=O)=O | -3 | 5 | -9 | 2.5
26 | CCCCC[C@H]1CN(CCc2ccccc2)C(=O)[C@@H]1CC(=O)NCc1ccc(OC)cc1 | -3 | 3 | -2 | 2.4
27 | O=C(C[C@H]1C/C=C\CCCC(=O)OC[C@H]2CCCN2C1=O)NCCO | -10 | 3 | 4 | 5.0
28 | CCOC(=O)c1cnc(SC2CC(=O)N(c3ccc(C)cc3)C2=O)nc1N (centres undefined) | · | · | -5 | ·
29 | CC(=O)c1ccc(NCCC(=O)c2ccccc2)cc1 | -30 | 7 | -8 | -0.3
30 | CN1CCN(C(=O)C[C@H]2CC[C@@H](NC(=O)c3ccc4c(c3)OCO4)[C@@H](CO)O2)CC1 | -1 | -6 | 7 | -1.3
31 | NC(=O)c1ccccc1NC(=O)NC1CCCCC1 | · | 23 | 1 | ·
32 | CC=Cc1ccc2n(c1=O)C[C@H]1[C@H](CO)[C@@H](C(=O)NCCC)[C@@H]2N1C(=O)c1ccccc1 (mixture of isomers) | 4 | -10 | · | 0.2
33 | Cc1ccc(S(=O)(=O)Nc2ccc(Cl)cc2C(=O)c2ccc(F)cc2)cc1 | 7 | · | -1 | ·
34 | COc1ccc(Cl)cc1NC(=O)CNc1ccccc1N1CCOCC1 | -7 | -5 | -20 | 1.4
35 | CCCCC1=CC2=C(c3ccco3)C(=O)C(C)(OC(=O)c3ccc(OC)cc3)C(=O)C2=CN1CC(C)C (centres undefined) | -4 | 8 | 0 | -0.1
36 | COC(=O)[C@@H]1[C@@H](CO)[C@@H]2Cn3c(ccc(-c4cccc(F)c4)c3=O)[C@@H]2N1C(C)=O | 0 | 9 | · | 1.3

entry | miR122 inh | DENV2 CPE rescue | PAX8 reporter
25 | 7[16.7 µM] | -1 | -7
26 | 0 | 24* | -10
27 | 1 | 12 | 4
28 | -4 | · | 3
29 | -5 | · | -32
30 | -7[16.7 µM] | -5 | -1
31 | 2 | · | ·
32 | -3[16.7 µM] | 18 | -7
33 | -7 | · | 7
34 | -1 | 3 | -6
35 | -5 | 0 | -5
36 | 2[16.7 µM] | ? | -12

Further records follow:
entry | compound | EWS-Fli inh | INS-1E GSIS act | FN deposition inh | F508del corr
37 | N/C(Cc1nc(-c2ccc(Cl)cc2)cs1)=N/O | -49 | -17 | -5 | -1.0
38 | OCC1OC(n2ccc3c(NO)ncnc32)C(O)C1O (centres undefined) | 49 | -16 | -1 | -2.7
39 | N#CC1=C2N=C(N)c3ccccc3N2C2=C(C(=O)CCC2)C1c1ccc(F)cc1 (centres undefined) | -1 | · | -4 | -2.3
40 | C[C@@H]1CN([C@H](C)CO)C(=O)Cc2cc(NC(=O)CCC(F)(F)F)ccc2O[C@@H]1CN(C)Cc1ccccc1 | -14 | 12 | · | 0.2
41 | COc1ccc(-c2nn(-c3ccccc3)cc2C(=O)NC(=S)NNC(=O)c2ccncc2)cc1 | 20 | 3 | 2 | 2.1
42 | Cc1ccc(NC(=O)c2nnn(CC(=O)Nc3ccccc3)c2N)cc1C | · | · | -10 | ·
43 | C[C@@H]1CN([C@H](C)CO)S(=O)(=O)c2ccc(-c3cccc(C(=O)N(C)C)c3)cc2O[C@@H]1CN(C)C(=O)Nc1ccc(F)cc1 | 8 | 16 | 8 | 1.5
44 | Cc1noc(C)c1S(=O)(=O)N(C)C[C@@H]1Oc2c(cccc2N(C)C)C(=O)N([C@H](C)CO)C[C@H]1C | 10 | 6 | 3 | -0.2
45 | COCC(=O)N1CC2(C1)CN(C(=O)CN1CCOCC1)[C@H](CO)c1c2c2ccc(OC)cc2n1C | 4 | 18 | · | 1.6
46 | CC(=O)Nc1ccc(C(=O)Nc2ccc(S(=O)(=O)N3CCOCC3)cc2)cc1 | -8 | · | 13 | 0.1
47 | COc1cccc(C(=O)Nc2nnc(S(=O)(=O)Nc3cccc(C)c3)s2)c1 | -3 | · | 0 | 4.7
48 | COc1ccc(-c2noc(N3CCCC(C(=O)Nc4cc(F)ccc4F)C3)n2)cc1 (centres undefined) | -4 | -9 | 8 | 1.3
49 | CCOc1ccc(-n2c(SCc3nc(-c4ccc(C)cc4)no3)nnc2-c2ccncc2)cc1 | · | -31 | -5 | ·
50 | CC(C)CC1C(=O)N(Cc2cn(CCC3OCCO3)nn2)CCS(=O)(=O)N1Cc1ccc(-c2cccc(CO)c2)cc1 (centres undefined) | -4 | 5 | 4 | 2.1
51 | O=C(COC(=O)c1ccncc1)Nc1cc(Cl)ccc1Cl | 0 | -3 | · | -0.3

entry | miR122 inh | DENV2 CPE rescue | PAX8 reporter
37 | · | 10 | -9
38 | · | 17 | ·
39 | 6 | 2 | 33
40 | -10[16.7 µM] | -7 | -5
41 | 15 | -15 | -2
42 | -2 | · | -14
43 | 18[16.7 µM] | -8 | ·
44 | -3[16.7 µM] | 2 | -23
45 | · | 8 | ·
46 | 4 | 2 | -5
47 | 3 | 0 | -10
48 | -5 | 4 | -47
49 | 19 | · | ·
50 | 2 | 2 | -1
51 | 0 | -1 | ·

Some of the entries above in another layout:
Results follow in this order: EWS-Fli inh | INS-1E GSIS act | FN deposition inh | F508del corr | miR122 inh | DENV2 CPE rescue | PAX8 reporter
50: CC(C)CC1C(=O)N(Cc2cn(CCC3OCCO3)nn2)CCS(=O)(=O)N1Cc1ccc(-c2cccc(CO)c2)cc1 (centres undefined)
→ -4 | 5 | 4 | 2.1 | 2 | 2 | -1
39: N#CC1=C2N=C(N)c3ccccc3N2C2=C(C(=O)CCC2)C1c1ccc(F)cc1 (centres undefined)
→ -1 | · | -4 | -2.3 | 6 | 2 | 33
40: C[C@@H]1CN([C@H](C)CO)C(=O)Cc2cc(NC(=O)CCC(F)(F)F)ccc2O[C@@H]1CN(C)Cc1ccccc1
→ -14 | 12 | · | 0.2 | -10[16.7 µM] | -7 | -5
38: OCC1OC(n2ccc3c(NO)ncnc32)C(O)C1O (centres undefined)
→ 49 | -16 | -1 | -2.7 | · | 17 | ·
